Screens from PubChem BioAssay.
Ins promoter up: MIN6 insulin promoter up-regulation; hit rate 0.3% among 190,000; AID 1625; z-score at 5 µM; MIN6 insulin promoter-GFP reporter, high-content imaging; stronger effect = higher value;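 active = z-score above 3 at 5 µM with at least 500 cells counted in the well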
Dynein cargo inh: dynein cargo transport inhibition; 3617.4 mouse cells, GR-EGFP nuclear translocation imaging; test concentration mostly 20 µM; stimulated with dexamethasone, 1 µM; stronger effect = lower value; z-score, hits read low; hit rate 0.47% among 220,000; AID 1381;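 active = plate z-score of nuclear minus cytoplasmic receptor signal below a set negative limit, without overly bright fluorescence or cell loss, cut at about -3.5 in these data, passing the limit was not always enough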;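 note: z-score of nuclear minus cytoplasmic ring GR-EGFP intensity difference per well; some compounds called inactive have numbers as strong as hits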
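Buffer or medium – tet-free medium with charcoal-stripped serum · Signal – automated 10x imaging of fixed Hoechst-stained cells · Also added – dexamethasone agonist, 1.0 µM final, for 30 min · Incubation – induction 48 h, compound 1 h, agonist 30 min · Read-out – GR-EGFP nuclear translocation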
ER stress rescue: rescue of cells from ER stress-induced death, primary screen, 384-well, CSM14.1, thapsigargin, ATP luminescence (AID 1222); cellular ATP content (survival), % at 20 µM; hits with a dose series show EC50 in µM; 190,000 tested, under 10 active; CSM14.1 thapsigargin-induced death rescue, ATP luminescence; higher % means a stronger effect;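 active = EC50 below 50 µM in the dose-response confirmation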;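 note: death triggered by thapsigargin at about 15 µM added after 2 h compound pretreatment; cell ATP read after overnight thapsigargin exposure of roughly 18 to 22 hours; normalized against plate controls of thapsigargin alone and 5% DMSO vehicle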
MT stabilizer: microtubule stabilizers in HeLa cells; hit rate 0.83% among 200,000; HeLa tubulin immunostaining HCS, 24 h; share of cells brighter than vehicle mean+2SD; % tubulin-high responders, % at 10 µM;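 active = plate Z-score above 3 for both tubulin-high and condensed-nucleus cell shares, with cell loss under 80%, at 10 µM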;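 note: anti alpha tubulin signal scored within the nucleus-defined area of each cell; some results filed as inactive read as strong as hits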
M1AAP inhibition: P. falciparum M1AAP inhibitors, biochemical, fluorogenic H-Leu-NHMec substrate, 1536-well (AID 1445) | inhibition, % at 30 µM; hits with a dose series show IC50 in µM | hit rate 0.42% among 220,000 | recombinant M1AAP, H-Leu-NHMec fluorogenic kinetic assay; higher % means a stronger effect;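 active = primary inhibition above the hit cutoff, then over 50% inhibition at one or more dose response concentrations, cut at about 23% in these data, passing the limit was not always enough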;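 note: plate controls were DMSO full reaction for no effect and no enzyme background for full effect; strong numbers were not always called active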
Autophagy mod: alters autophagy in cells; MEF GFP-LC3 puncta imaging; test concentration mostly 10 µM; calls only at 10 µM (by protocol); hit rate 0.98% among 190,000; AID 463193;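 active = percentage of spot-positive cells more than 3 SD above its plate mean, without a fluorescence outlier flag or 80% toxicity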;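 note: spot-positive cell cutoff set from DMSO-treated cells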
UTI89 phage lysis: inhibition of K1F phage lysis, E. coli UTI89, bacterial capsule biogenesis inhibitors, alamar blue (AID 488966); E. coli UTI89 K1F phage lysis, alamar blue, 2 h; higher % means a stronger effect; inhibition, % at 100 µM; hits with a dose series show IC50 in µM; hit rate 0.02% among 340,000;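 active = phage lysis inhibition, versus mean bacterial control, above a set limit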;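 note: capsule biogenesis inhibitors block K1F phage lysis so surviving cells raise fluorescence; higher fluorescence means more inhibition of phage lysis; actives were called in the ten point dose series up to 300 µM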
P. falciparum M17LAP: P. falciparum M17LAP inhibitors, primary screen, biochemical, fluorogenic H-Leu-NHMec substrate, 1536-well (AID 1619) | recombinant M17LAP, H-Leu-NHMec fluorogenic kinetic assay; higher % means a stronger effect | inhibition, % at 30 µM, or IC50 in µM where a hit was titrated | hit rate 0.38% among 220,000;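 active = compound inhibiting the enzyme by more than half at any dose during confirmatory dose-response retesting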;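 note: plate controls were full reaction with DMSO carrier for no effect and no enzyme background for full effect; strong numbers were not always called active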
bCat nuc transl: beta-catenin nuclear translocation modulation | hit rate 0.3% among 190,000 | HeLa beta-catenin nuclear translocation, immunofluorescence imaging | nuclear translocation activity, % at 5 µM;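 active = nuclear translocation activity above 50% at 5 µM, with a well cell count of 50 or more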;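 note: per-cell ratio of nuclear to cytoplasmic median beta-catenin stain intensity; plate controls were DMSO negative control for no effect and GSK-3 inhibitor IX positive control for full effect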
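Test system: HeLa cells, endogenous beta-catenin; Compound: single 5 µM dose plus 0.02–20 µM confirmation series; Times: compound exposure 24 h at 37°C; Signal: fluorescence imaging of beta-catenin antibody stain plus DAPI; Read-out: % activation, nuclear-to-cytoplasmic median beta-catenin signal ratio per cell.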
Dynein cargo inh cytoplasmic EGFP: also measured in Dynein cargo inh; calls as there; z-score; measured here: cytoplasmic GR-EGFP intensity; stronger effect = higher value
Dynein cargo inh nuclear GR-EGFP: second read-out of Dynein cargo inh, no call of its own (marks repeat the call); z-score; measured here: nuclear GR-EGFP intensity;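 lower value marks the stronger effect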
Dynein cargo inh cell count: recorded beside Dynein cargo inh, whose call it bears; z-score; measured here: cell count per field
Ins promoter up cell count: further read-out of Ins promoter up, marked with its call; cell count; measured here: cytotoxicity, nuclei count;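 total cells summed across four imaged fields per well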
bCat nuc transl cell count 5 µM: second read-out of bCat nuc transl, no call of its own (marks repeat the call); cell count; measured here: cell count, cytotoxicity flag
MT stabilizer Hoechst-high %: recorded beside MT stabilizer, whose call it bears; % Hoechst-high responders; measured here: nuclear condensation Hoechst responders;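 share of cells brighter than vehicle mean plus two SD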
MT stabilizer cytotoxicity %: second read-out of MT stabilizer, no call of its own (marks repeat the call); toxicity, %; measured here: cytotoxicity by cell density;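 0% = mean cell density of plate MIN control wells and 100% = no cells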
Autophagy mod cell loss 18 h: second read-out of Autophagy mod, no call of its own (marks repeat the call); toxicity, %; measured here: cell loss, nuclei count;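 cell loss after 18 h compound exposure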
* marks the source's active call; other numbers are inactive results; i = inactive; . = not tested or not shown; [ ] = dose if it differs, or a comment.

Order of values: Ins promoter up	Ins promoter up cell count	Dynein cargo inh	Dynein cargo inh cytoplasmic EGFP	Dynein cargo inh nuclear GR-EGFP	Dynein cargo inh cell count	ER stress rescue	MT stabilizer	MT stabilizer Hoechst-high %	MT stabilizer cytotoxicity %	M1AAP inhibition	Autophagy mod	Autophagy mod cell loss 18 h	UTI89 phage lysis	P. falciparum M17LAP	bCat nuc transl	bCat nuc transl cell count 5 µM
> C=C(C)c1cccc(C(C)(C)NC(=O)N2CCN(C)CC2)c1
    -0.57	1244	-0.92	-0.24	-0.76	0.092	2.2%	3.3	1.1	4.0	-4%	i	-2	3.3%	-1%	.	.
> O=C(Cn1nc(-c2ccccc2F)ccc1=O)NCc1ccc2c(c1)OCO2
    -0.83	1322	0.77	-0.21	0.026	-0.092	0.0%	0.8	0.7	4.2	3%	i	3	0.8%	1%	-0.6	788
> Cn1nccc1C(=O)Nc1ccccc1C(=O)O
    0.47	1279	-0.6	-0.19	0.14	0.55	4.2%	3.9	1.7	5.5	-2%	i	11	-0.2%	5%	0.9	1220
> NS(=O)(=O)c1ccc(CNC(=O)c2cc(-c3ccccn3)nc3ccc(Cl)cc23)cc1
    .	.	-1.3	-0.026	-0.49	0.68	3.6%	6.0	1.9	2.0	2%	i	-35	-0.1%	4%	3.3	1144
> CCC(C)(C)C1CCC2(CC1)NC(=O)N(CC(=O)Nc1nc(-c3ccc(C)cc3)cs1)C2=O (stereo unspecified)
    0.97	915	1.6	-0.13	1.5	-1.1	-1.3%	2.7	1.4	6.4	-4%	i	-9	0.9%	0%	2.1	1181
> CCn1c(COc2ccc(=O)n(-c3ccccc3)n2)n[nH]c1=S
    -1.2	1321	-0.41	-0.31	-0.48	-0.65	.	2.8	1.8	7.4	3%	i	1	0.6%	1%	-0.6	1111
> COc1ccc(CCNC(=O)CN2CCOc3ccccc32)cc1OC
    0.34	1360	-0.051	-0.21	0.68	-0.027	-3.9%	2.6	1.9	7.6	1%	i	20	4.2%	10%	-2.7	612
> CN(C(=O)c1ccccc1NC(=O)C(F)(F)F)c1ccccc1
    .	.	-0.79	-0.23	-0.098	1.4	2.6%	2.7	2.1	10	4%	i	-40	1.0%	-12%	.	.
> CC(C)CNS(=O)(=O)c1ccc2c(c1)OCCO2
    .	.	-0.16	-0.27	0.097	-0.041	-3.1%	2.1	0.9	7.6	4%	i	-15	0.4%	9%	0.6	1080
> CCn1c(=O)c(=O)[nH]c2cc(C(=O)N3CCN(Cc4ccc5c(c4)OCO5)CC3)ccc21
    0.2	1229	0.41	-0.32	0.59	-1.6	-0.3%	3.5	3.7	5.0	3%	i	37	-0.2%	-2%	0.2	1102
> O=C(CSc1nc2ccccc2s1)Nc1ccc(C(=O)O)cc1
    0.75	1289	0.94	-0.2	0.35	-0.63	.	.	.	.	0%	.	.	0.1%	-5%	0.8	1301
> CC(=O)c1cc(C)ccc1OC(=O)c1cccnc1
    -0.06	1342	-1.3	-0.28	-0.79	0.16	1.2%	3.3	2.1	7.0	5%	i	-3	0.5%	8%	0.7	964
> COc1ccc(-c2cc3nc4ccccc4n3c(N)c2C#N)cc1
    -0.75	1185	2	-0.23	0.6	-0.59	.	.	.	.	5%	.	.	0.5%[50 µM]	4%	-0.8	1349
> Cc1cc(C(=O)Nc2nccs2)c2cc(F)ccc2n1
    .	.	1.1	-0.25	1.1	-0.88	.	.	.	.	-2%	.	.	-0.8%	-4%	1.4	1308
> O=C(Cn1cnc2c(nnn2Cc2ccc(Cl)cc2)c1=O)NC1CCCC1
    -0.4	1446	-0.8	-0.14	-0.26	0.62	0.1%	2.6	1.4	5.7	6%	i	-1	-9.9%	-11%	-3.4	995
> O=C(CCc1c[nH]c2ccccc12)NCC1CCCO1 (stereo unspecified)
    -0.67	1261	-0.49	-0.27	-0.081	0.31	-0.8%	3.8	2.6	4.3	0%	i	3	3.9%	-4%	-8.6	955
> CCOC(=O)c1c(C)c(C(=O)NCc2ccccc2OC)c(C)n1C
    -0.31	1330	-0.24	-0.18	0.12	0.18	-0.6%	4.8	3.0	3.9	-4%	i	3	0.6%	5%	-1.0	1404
> O=C(NCc1cccnc1)c1ccc(Cl)c(S(=O)(=O)N2CCCCCC2)c1
    -0.16	1576	-0.05	-0.32	-0.14	-0.25	-1.6%	2.1	2.9	7.6	4%	i	-3	-0.2%	5%	0.3	995
> Cc1cc(C(=S)N2CCOCC2)c(C)n1-c1ccc(Cl)cc1
    0.23	1279	-0.38	-0.23	-0.24	0.71	-1.8%	5.0	2.6	2.3	12%	i	2	6.7%	1%	-6.6	548
> CCn1c(=O)c([N+](=O)[O-])c(NCC2CCCO2)c2ccccc21 (stereo unspecified)
    -0.21	1047	-0.52	-0.18	-0.14	0.61	.	.	.	.	-4%	.	.	-0.5%	14%	1.4	1298
> Cc1ccc(-c2oc3ncnc(N)c3c2-c2ccc(C)cc2)cc1
    -0.21	1397	0.19	2.4	1.3	-1.2	.	1.6	2.2	27	3%	i	4	-0.3%	5%	.	.
> CCOC(=O)c1c(N)sc2c1CCC(C)C2 (stereo unspecified)
    0.73	1223	-0.94	-0.2	-0.22	0.033	1.6%	5.1	1.6	5.3	-2%	i	11	1.2%	8%	-2.1	835
> Nc1nonc1C(=O)NCCN=Cc1cc(Cc2ccccc2)cc(Br)c1O
    -0.28	1578	-0.78	0.41	-0.89	-0.05	0.8%	5.3	2.8	5.7	0%	i	-8	-1.3%	3%	-1.9	984
> Clc1ccc(C2=NN(c3ccccc3)C(c3ccco3)C2)cc1 (stereo unspecified)
    .	.	0.55	-0.32	0.95	-1.4	.	.	.	.	-4%	.	.	0.8%	9%	0.5	1337
> O=C(O)c1cccc(-n2cccc2/C=C/[N+](=O)[O-])c1
    0.34	1015	2.7	-0.18	1.2	-2.1	.	.	.	.	14%	.	.	-1.4%[50 µM]	6%	-0.5	1282
> O=C(O)c1ccc(N2CC3CC(C2)c2cccc(=O)n2C3)c(NC(=S)Nc2ccc(Br)cc2)c1 (stereo unspecified)
    1	1264	-0.18	-0.28	0.0072	0.64	0.0%	3.2	2.1	5.3	3%	i	1	0.0%	4%	-1.1	1094
> Cc1nc(NCCc2ccccc2)c2oc3ccccc3c2n1
    -2.4	627	-1.2	-0.24	-0.49	1	-0.6%	3.0	1.4	7.5	4%	i	31	-0.7%	14%	3.9	1117
> O=C(Nc1nnc(Cc2ccc(Cl)cc2)s1)c1cccs1
    0.12	1915	0.32	0.15	0.1	-0.74	-1.8%	3.3	1.7	6.8	-1%	i	-30	0.3%	0%	-0.9	1040
> Cc1cccc(N2CCN(C(=O)C34CC5CC(CC(C5)C3)C4)CC2)c1C
    0.63	1185	-0.029	-0.38	0.15	0.099	-2.6%	3.2	2.2	10.0	4%	i	0	-5.8%	0%	-0.1	951
> CCOc1ccccc1NC(=O)C1CC(=O)n2ncnc2N1 (stereo unspecified)
    -0.93	860	-0.18	-0.26	0.51	-0.19	-1.2%	1.0	1.4	6.8	4%	i	36	6.8%	-3%	-5.2	1237
> Cc1ccccc1-n1c(=O)cc(N2CCN(Cc3ccccc3)CC2)[nH]c1=O
    -0.37	1783	-0.32	-0.24	0.078	0.36	-0.2%	3.8	2.6	10	2%	i	17	-1.4%	-6%	-0.6	1078
> CCOC(=O)c1c(C)oc2c(CN3CCN(C)CC3)c(Br)c(OC)c(O)c12
    -0.46	1217	0.38	0.51	0.63	0.22	-1.3%	6.2	2.1	3.2	16%	i	20	-0.7%	12%	-1.0	787
> O=C(O)CNS(=O)(=O)c1c(Cl)cccc1Cl
    -0.3	1409	-0.39	-0.27	-0.24	0.38	.	.	.	.	0%	.	.	1.7%[50 µM]	2%	-3.1	1197
> O=C(NCc1csc(-c2ccccc2)n1)c1ccco1
    -0.01	1010	-0.42	-0.24	-0.055	1.2	0.8%	2.6	1.9	1.9	2%	i	-13	0.4%	-5%	0.6	1122
> CCN(Cc1ccccc1)Cc1c(F)cccc1F
    1.4	1298	-0.44	-0.31	-0.46	0.32	-0.4%	4.9	4.2	7.2	1%	i	-5	5.7%	5%	-1.2	925
> COc1ccccc1N1CCN(Cc2nc3ccsc3c(=O)[nH]2)CC1
    0.02	1195	-0.77	-0.2	-0.58	0.35	-1.6%	1.9	1.6	5.9	3%	i	-1	0.5%	5%	-1.2	1380
> Cc1ccc(NC2=NC3(CCCC3)N=C(N)N2)c(C)c1
    0.13	1536	-0.62	-0.33	0.24	0.35	-1.6%	25*	19*	38*	4%	i	5	0.3%	8%	-1.1	1038
> Fc1ccc(N/N=C/c2cccnc2)c(F)c1
    0.79	1359	0.56	-0.25	-0.078	0.34	0.1%	3.3	2.1	4.0	5%	i	-6	-0.3%	11%	-1.5	1051
